# RXFP1 antagonist: qHTS Assay for Antagonists of the Relaxin Receptor RXFP1; 0.59% of 350,000 active; HEK293-RXFP1, relaxin-stimulated cAMP HTRF, 30 min; hits give low values; activity change, negative = inhibition, % at 57.5 µM; Relaxin receptor 1 (Homo sapiens), Q9HBX9;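 active means activity change of -60% or lower, but not beyond a set lower limit; inconclusive means change between -60% and -40%, or beyond the set limit; inactive means change above -40%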; further: on the % scale 0 is the no-effect control and ±100 the full control effect
# D1 potentiator: Potentiators of Human D1 Dopamine Receptor: qHTS | D(1A) dopamine receptor (Homo sapiens), P21728 | HEK293 TREx D1 cells, calcium flux, dopamine EC20 potentiation | potentiation, % at 10 µM | 0.036% of 360,000 active | AID 504651, 2011; in the data active means potentiation above about 30%; further: 0% is about no effect
# Target sequence (P21728 whole entry, looked up): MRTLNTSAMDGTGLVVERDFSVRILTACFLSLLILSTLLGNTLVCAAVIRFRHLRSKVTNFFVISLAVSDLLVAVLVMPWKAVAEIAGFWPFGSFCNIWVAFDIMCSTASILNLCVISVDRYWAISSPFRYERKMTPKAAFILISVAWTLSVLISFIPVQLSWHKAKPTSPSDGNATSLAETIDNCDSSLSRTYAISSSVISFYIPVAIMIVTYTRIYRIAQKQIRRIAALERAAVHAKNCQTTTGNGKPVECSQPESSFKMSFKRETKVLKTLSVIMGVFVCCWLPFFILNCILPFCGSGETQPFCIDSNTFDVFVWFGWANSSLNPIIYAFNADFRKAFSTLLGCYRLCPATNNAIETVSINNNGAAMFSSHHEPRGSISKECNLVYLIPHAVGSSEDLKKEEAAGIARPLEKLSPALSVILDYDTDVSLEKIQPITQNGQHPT
# RXFP1 ag: qHTS Assay for Agonists of the Relaxin Receptor RXFP1 | 0.3% of 370,000 active | HEK293T-RXFP1 cAMP TR-FRET, 30 min; response scale: percent of porcine relaxin response, buffer zero | Relaxin receptor 1 (Homo sapiens), Q9HBX9 | Potency, µM (doses to about 57.5 µM), without a hit: top-dose activation, actives largely listed as activators; further: potency means the concentration at half of the fitted maximal effect; on the % scale 0 is the no-effect control and ±100 the full control effect; nearly all actives have a fitted effect of over 60% in size; many of its hits are not listed in these tables
#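 Agonist response is measured as cAMP accumulation in an RXFP1-transfected HEK293T line under PDE4 inhibition. Values are scaled between buffer-only and 29 nM porcine relaxin, and EC50s come from standard Hill equation fits.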
# Anesthetic bind: qHTS Assay for Identification of Novel General Anesthetics; apoferritin/1-aminoanthracene competitive binding, fluorescence; AID 485281, 2010; Potency, µM (top dose mostly 77.5 µM), without a hit: top-dose activity change, negative = displacement, most hits filed as inhibitors; 0.074% of 350,000 active; further: potency means the concentration at half of the fitted maximal effect; on the % scale 0 is the no-effect control and ±100 the full control effect; nearly all actives have a fitted effect of over 20% in size
# Target sequence (P02791 2-175 limits assumed): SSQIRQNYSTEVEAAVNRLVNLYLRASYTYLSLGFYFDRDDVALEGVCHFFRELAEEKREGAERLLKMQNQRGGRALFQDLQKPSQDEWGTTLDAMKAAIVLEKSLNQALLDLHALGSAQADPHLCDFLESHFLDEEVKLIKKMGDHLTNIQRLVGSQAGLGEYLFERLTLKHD
#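 Horse-spleen apoferritin (10 uM) was mixed with 50% saturated 1-aminoanthracene in PBS, exposed to compounds for 10 min at room temperature, and read for fluorescence (ex 380 nm, em 535 nm). Competitive displacement was fitted with a four-parameter Hill equation.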
# TRHR ag: qHTS for Small Molecule Agonists and Allosteric Enhancers of Human TRH Receptor: Primary Screen for Agonists | Thyrotropin-releasing hormone receptor (Homo sapiens), P34981 | 0.18% of 360,000 active | TRHR cells, calcium flux fluo-8, FDSS agonist mode | activation, % at 2 µM; in the data active means activation above about 30%; further: 0% is about no effect
# Target sequence (P34981 whole entry, looked up): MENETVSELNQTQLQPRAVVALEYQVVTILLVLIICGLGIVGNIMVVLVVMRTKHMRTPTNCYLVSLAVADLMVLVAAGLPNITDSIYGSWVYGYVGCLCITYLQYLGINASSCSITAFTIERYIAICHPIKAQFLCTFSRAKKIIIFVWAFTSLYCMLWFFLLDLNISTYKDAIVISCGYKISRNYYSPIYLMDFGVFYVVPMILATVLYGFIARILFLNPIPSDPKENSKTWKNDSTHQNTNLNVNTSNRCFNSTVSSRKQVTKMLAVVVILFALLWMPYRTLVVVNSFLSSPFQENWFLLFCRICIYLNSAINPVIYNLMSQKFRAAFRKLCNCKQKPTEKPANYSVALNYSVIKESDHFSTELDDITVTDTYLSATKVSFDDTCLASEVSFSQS
#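 In this calcium-flux screen, cells bearing human TRHR are dye-loaded with fluo-8, baselined for 10 cycles, then exposed to library compounds; positive kinetic calcium responses during the agonist phase mark hits, with TRH as control.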
# D1 agonist: Allosteric Agonists of the Human D1 Dopamine Receptor: qHTS; D(1A) dopamine receptor (Homo sapiens), P21728; HEK293 T-REx D1 cells, calcium flux, agonist mode; activation, % at 2 µM; 1% of 360,000 active; in the data active means activation above about 30%; further: 0% is about no effect
#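 Agonism was scored from calcium flux recorded over 180 s (1 read/s) after pintool compound addition, following a 10-cycle baseline. Cells were inducible force-coupled HEK293 TREx D1, plated overnight at 30 C and loaded with no-wash calcium dye.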
# D2 PAM: HTS Assay for Positive Allosteric Modulators of the Human D2 Dopamine Receptor: Primary Screen for Potentiators; 0.34% of 340,000 active; AID 485347, 2010; potentiation, % at 10 µM; HEK293 T-REx D2, calcium flux, EC20 dopamine potentiation; D(2) dopamine receptor (Homo sapiens), P14416;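 active means potentiation over 3 SD above the plate norm, cut at about 30% in these data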; further: 0% is about no effect
#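 Potentiation of an EC20 dopamine calcium response measured kinetically over 180 s, after a preceding 180 s compound-only read flagging agonists. Cells: inducible Hek293 Trex D2 line, 4000/well, cultured overnight at 30 C before dye loading.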
# D1 antag: Antagonist of Human D 1 Dopamine Receptor: qHTS | AID 504652, 2011 | D(1A) dopamine receptor (Homo sapiens), P21728 | 3.2% of 360,000 active | activity change, negative = inhibition, % at 10 µM | HEK293 TREx D1 cells, calcium flux, dopamine EC80; hits give low values; in the data active means activity change below about -30%; further: on the % scale 0 is the no-effect control and ±100 the full control effect
#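 Compound effects on dopamine-evoked calcium signalling were measured in tetracycline-induced HEK293 Trex D1 cells. Dopamine at EC80 followed a 180 s compound pre-read, and fluorescence was tracked kinetically for 180 s more.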
# TRHR PAM: qHTS for Small Molecule Agonists and Allosteric Enhancers of Human TRH Receptor: Primary Screen for Enhancers. enhancement, % at 2 µM. 0.66% of 360,000 active. Thyrotropin-releasing hormone receptor (Homo sapiens), P34981. TRHR cells, fluo-8 calcium fluorescence, EC20 TRH enhancement. AID 493056, 2011; in the data active means enhancement above about 30%; further: 0% is about no effect
#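 Enhancer read-out: after compound pinning and an initial kinetic agonist-mode read, an EC20 of TRH (10 nM final) was injected and fluo-8 calcium signal (Ex 480/Em 530) followed at 1 s/cycle for 100 cycles in TRHR-expressing cells.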
# The depositor's hits bear a star; u = inconclusive; x = no result given; [ ] = dose if it differs, or a comment. Unless noted, the call rests on the fitted dose curve; in most records, active means well fitted curve in the direction sought with a large enough effect; inconclusive means small, poorly fitted or top-dose-only effect, or another doubt; inactive means no such curve, though single readings can be large; an effect the other way counts as inactive or inconclusive. Some of the compounds tested. The share of hits here may be higher or lower than overall.
SMILES,RXFP1 antagonist,D1 potentiator,RXFP1 ag,Anesthetic bind,TRHR ag,D1 agonist,D2 PAM,D1 antag,TRHR PAM
C=CCn1c(O)c(N=NC(=O)c2cccnc2)c2cc(Br)ccc21,0,6,-0.1%,8%,-1.8,1,10,-17,4
COCCOc1cc(NC(=O)c2ccccc2)c(Cl)cc1Cl,-16,-4,2.5%,61%[activator],0.2,1,0,-1,0
O=C(COC(=O)Cc1ccc(S(=O)(=O)N2CCCCC2)s1)Nc1ccc2c(c1)OCO2,3,-2,1.4%,-18%,-0.8,2,-5,-15,-8
COc1cccc(OC)c1C(=O)NCC12CC3CC(C1)CC(CNC(=O)c1c(OC)cccc1OC)(C3)C2,-8,1,0.9%,-5%,0.1,3,1,-25,-4
COc1ccc(CNC(=O)CN(C)S(=O)(=O)c2ccccc2)cc1,-14,1,-0.3%,-5%,1.3,1,5,-2,4
CCOC(=O)C1=c2/c(=C/c3ccccc3OC)c(N)c(C#N)n2C(=O)C(c2ccccc2OC)S1 (stereo unspecified),x,-5,3.0%,-24%,1.8,2,-7,-15,11
Cc1ccc(NS(=O)(=O)c2ccc(N3CCN(c4ccc(O)cc4)CC3)c([N+](=O)[O-])c2)c(C)c1,-17,-2,-0.3%,u,0.9,7,-2,-25,4
COc1ccc(N(C)S(=O)(=O)c2cccc(C(=O)Nc3ccc(-n4cnnn4)cc3)c2)cc1,-25,-6,2.0%,u,0.9,6,7,-21,6
CCc1ccc(-c2cc(C)no2)cc1S(=O)(=O)N1CCN(c2cccc(Cl)c2)CC1,-13,-4,1.0%,35%[activator],0.2,7,-5,13,11
Clc1cccc(Cl)c1-c1noc(-c2ccno2)n1,-2,-3,-2.1%,4%,-0.9,0,0,10,-3
Cc1ccc(-n2ncc3c(=O)[nH]cnc32)c(C)c1,-14,0,-0.7%,-10%,-0.3,0,2,20,0
CCC1CCCCN1C(=O)CSc1nnc(-c2ccco2)o1 (stereo unspecified),11,8,-0.4%,-14%,0.5,1,4,14,6
CCOC(=O)c1cccc(NC(=O)CSc2ncc3c(n2)-c2ccccc2N(C)S3(=O)=O)c1,-21,-3,27%,-5%,0.2,0,x,-3,-1
COC(=O)C1CCN(C(=O)c2ccc(Cl)c(S(=O)(=O)NCc3cccnc3)c2)CC1,-5,0,1.8%,-6%,0.4,4,2,-5,5
Cc1cc(C)n(-c2nnc(C)n2NS(=O)(=O)c2ccc(F)cc2)n1,0,-1,2.3%,-2%,1.0,1,2,27,4
CCCCN1Cc2c(nc3cc(-c4ccccc4)[nH]n3c2=O)C1=O,1,4,7.7%,54%[activator],0.2,2,-2,-2,4
CCCn1c(N)c(N(CCOC)C(=O)c2cc(-c3ccco3)nc3ccccc23)c(=O)[nH]c1=O,9,-3,-0.3%,-8%,-0.3,2,6,-10,-9
O=C(c1ccc(Br)o1)N(Cc1ccccc1)Cc1ccccc1,x,-6,-1.0%,-8%[110 µM],-0.2,1,-2,13,-3
CC(=O)N1N=C(c2ccc(C)cc2)OC1c1ccc(C)cc1 (stereo unspecified),-3,-3,0.9%,-16%,0.1,0,-15,1,0
COc1ccc(NC(=O)/C=C/c2c(Cl)nc3ccccn23)cc1,-5,-3,2.8%,-22%,-0.2,4,-4,-8,11
COc1ccc(S(=O)(=O)Nc2cc3c4c(c2)CCN4C(=O)CC3)cc1,-14,-5,1.6%,x,-0.1,4,4,-15,1
Cc1ccccc1NS(=O)(=O)c1nnc(NC(=O)c2ccc(Br)cc2)s1,-24,4,2.3%,-6%,0.0,1,11,0,-11
Cc1cn(C)c(CC(=O)N2CCN(c3ccc(F)cc3)CC2)c1C(=O)O,-6,-4,2.3%,-5%,0.2,2,-2,11,-7
CCN(CC)c1nc2c(s1)C(=O)CC(C)(C)C2,3,22,1.9%,-3%,0.5,2,-2,7,-6
Cc1csc(SCCn2c(N3CCOCC3)nc3c2c(=O)[nH]c(=O)n3C)n1,2,6,-0.7%,6%,0.5,-1,-9,16,-3
COc1ccccc1C(=O)Nc1c(C(=O)N2CCN(c3ccc(F)cc3)CC2)oc2ccccc12,-5,-3,2.0%,-1%,0.3,2,-2,13,13
O=[N+]([O-])c1ccccc1/C=C/CN1CCN(Cc2ccc3c(c2)OCO3)CC1,-2,-6,-1.5%,-12%,-0.6,3,-22,-21,-2
CC1CCCC(C)N1CCNC(=O)Cn1nc(-c2ccccc2)ccc1=O (stereo unspecified),17,-1,0.1%,-12%,1.4,1,15,12,8
O=C(Cn1cc(C(=O)c2ccco2)c2ccccc21)NC1CCCC1,-3,-5,-1.0%,u,-0.5,6,-7,-13,-1
Cc1cccc(NC(=O)C2Cc3ccccc3CN2C(=O)OCc2ccccc2)c1C (stereo unspecified),-7,-3,1.6%,-4%,-0.8,2,5,-12,-6
CN1CCN(c2nc(Nc3cccc(C(F)(F)F)c3)nc(N3CCOCC3)n2)CC1,-3,-12,2.8%,3%,-0.6,0,-15,-6,12
CCS(=O)(=O)N(CC(=O)Nc1cccc2ccccc12)c1ccc(OC)cc1,2,-2,1.2%,x,0.3,0,-8,7,-10
CCOc1ccc(S(=O)(=O)Nc2ccc(C(=O)N3CCC3)cc2)cc1,-13,1,0.1%,x,-0.1,8,-8,-5,1
Cc1ccc(-n2nnnc2SCC(=O)NCC2(N3CCCCC3)CCCCC2)c(C)c1,10,-3,0.7%,x,-0.4,0,4,-9,3
COc1ccccc1C(=O)CN1C(=O)NC2(CCc3ccccc32)C1=O (stereo unspecified),-2,0,-0.3%,x,0.2,3,21,-4,5
c1nc2sc3c(c2c2nnnn12)CCCC3,-13,-5,7.0%,u,-0.1,1,-6,-4,-1

# Already shown: an excerpt of the list.
SMILES,RXFP1 antagonist,D1 potentiator,RXFP1 ag,Anesthetic bind,TRHR ag,D1 agonist,D2 PAM,D1 antag,TRHR PAM
Cc1csc(SCCn2c(N3CCOCC3)nc3c2c(=O)[nH]c(=O)n3C)n1,2,6,-0.7%,6%,0.5,-1,-9,16,-3
COc1ccccc1C(=O)Nc1c(C(=O)N2CCN(c3ccc(F)cc3)CC2)oc2ccccc12,-5,-3,2.0%,-1%,0.3,2,-2,13,13

# 6 compounds drawn at random from those above, as already listed:
SMILES,RXFP1 antagonist,D1 potentiator,RXFP1 ag,Anesthetic bind,TRHR ag,D1 agonist,D2 PAM,D1 antag,TRHR PAM
O=[N+]([O-])c1ccccc1/C=C/CN1CCN(Cc2ccc3c(c2)OCO3)CC1,-2,-6,-1.5%,-12%,-0.6,3,-22,-21,-2
Cc1ccc(-n2nnnc2SCC(=O)NCC2(N3CCCCC3)CCCCC2)c(C)c1,10,-3,0.7%,x,-0.4,0,4,-9,3
O=C(Cn1cc(C(=O)c2ccco2)c2ccccc21)NC1CCCC1,-3,-5,-1.0%,u,-0.5,6,-7,-13,-1
CCOc1ccc(S(=O)(=O)Nc2ccc(C(=O)N3CCC3)cc2)cc1,-13,1,0.1%,x,-0.1,8,-8,-5,1
CC1CCCC(C)N1CCNC(=O)Cn1nc(-c2ccccc2)ccc1=O (stereo unspecified),17,-1,0.1%,-12%,1.4,1,15,12,8
c1nc2sc3c(c2c2nnnn12)CCCC3,-13,-5,7.0%,u,-0.1,1,-6,-4,-1

# The listing continues:
SMILES,RXFP1 antagonist,D1 potentiator,RXFP1 ag,Anesthetic bind,TRHR ag,D1 agonist,D2 PAM,D1 antag,TRHR PAM
Cc1ccc2nc(SCCCCOc3ccccc3)[nH]c2c1,-3,-5,3.9%,-4%,-0.3,4,-11,-21,-6
O=C(CSc1nc2ccccc2o1)N1CCCC1,-1,-6,0.3%,-9%,0.2,2,-4,-5,-4
NC(=O)CC(NC(=O)c1ccccc1)c1ccc(N2CCCCCC2)c([N+](=O)[O-])c1 (stereo unspecified),x,2,-2.8%,u,0.6,1,10,15,-1
O=C(O)c1ccccc1-c1csc(-c2ccccc2)n1,7,1,17%,-6%,0.2,1,-4,-22,-2
Cc1cc(NC(=O)COC(=O)C2CC(=O)N(c3ccc(Br)cc3)C2)no1 (stereo unspecified),7,-3,-4.8%,4%,-0.6,-1,-6,-4,3
O=C(CN(Cc1ccco1)C(=O)CNS(=O)(=O)c1ccc(Cl)cc1)NCc1ccco1,-9,-1,3.6%,-12%,0.0,0,x,-52*,3
COc1ccc2nc(C)cc(Nc3cccc(C(=O)O)c3)c2c1,7,3,2.6%,-8%,-0.5,4,13,6,1
COc1ccc(/C(C)=N\NS(C)(=O)=O)c(OC)c1,-5,-3,-0.8%,1%,0.1,1,2,8,-1
C1CCC(Nc2nc3nonc3nc2N2CCSCC2)C1,-3,-8,3.3%,-13%,-0.3,4,16,0,32*
O=C(N/N=C/c1cccs1)c1cccc2cc[nH]c12,-4,0,0.6%,-5%,1.6,10,10,5,2
O=C(/C=C/c1cccs1)c1cc(Br)ccc1OC(=O)N1CCOCC1,-21,-3,-1.0%,-16%,0.5,2,11,2,3
Cc1cc(NC(=O)CCN2C(=O)C3C4C=CC(C4)C3C2=O)ccc1Br (stereo unspecified),2,0,-0.4%,-9%,0.4,9,8,15,4
CC1CCN(C(=O)CCCC(=O)N2CCC(C)CC2)CC1,4,-10,-2.2%,-6%,1.4,-1,14,-24,2

# Screening results (PubChem BioAssay)
